Assay outcomes from PubChem BioAssay.
MrgX1 agonist – agonists of human MrgX1 receptor, primary screen, HEK293 cells, Fluo-4 calcium flux | Fluo-4 calcium fluorescence, agonist mode; hits give high values | AID 588627, 2011 | Mas-related G-protein coupled receptor member X1 (Homo sapiens), Q96LB2 | B-score at 10 µM | 310,000 tested, 0.44% active;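 active = calcium response B-score plate-corrected fluorescence ratio at least 3 library SD, with starting fluorescence B-score inside 5 SD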
Target sequence (Q96LB2 whole entry, looked up): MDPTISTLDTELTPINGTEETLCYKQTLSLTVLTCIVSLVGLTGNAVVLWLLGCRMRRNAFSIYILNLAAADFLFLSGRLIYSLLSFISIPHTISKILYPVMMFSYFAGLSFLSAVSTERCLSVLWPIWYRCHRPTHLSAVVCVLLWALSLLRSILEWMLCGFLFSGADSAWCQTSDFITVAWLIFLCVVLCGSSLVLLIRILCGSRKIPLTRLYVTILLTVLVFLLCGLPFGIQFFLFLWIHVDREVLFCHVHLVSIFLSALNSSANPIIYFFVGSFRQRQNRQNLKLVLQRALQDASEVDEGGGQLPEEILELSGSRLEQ
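Material – MrgX1-expressing HEK293 cells · Input – 15,000 cells seeded per well · Dosing – compound as first of three additions · Times – overnight seeding, then 1 h dark dye loading · Measured by – kinetic Fluo-4 NW fluorescence of intracellular calcium · Read-out – B-scored fluorescence response ratio · Benchmarks – positive and negative control wells on each plate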
KCNK9 inh – KCNK9 potassium channel inhibitors, primary screen, HEK293 cells, thallium flux; Potassium channel subfamily K member 9 (Homo sapiens), Q9NPC2; FluxOR thallium flux fluorescence; hits give low values; B-score at 10 µM; 310,000 tested, 1.2% active; AID 488922, 2010;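 active = ratio B-score over 3 SD below the library mean, with starting fluorescence within 5 SD of its mean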;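 also: negative B-score means less thallium flux so channel inhibition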
hERG protect – hERG rescue from dofetilide block, primary screen, cell-based, CHO-hERG, FluxOR thallium flux, dofetilide IC70 | Voltage-gated inwardly rectifying potassium channel KCNH2 (Homo sapiens), Q12809 | activation (rescue from dofetilide block), less the hit threshold, % at 10 µM | dofetilide IC70 present | 310,000 tested, 0.51% active;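 active = activation above the mean of controls blocked by dofetilide plus 5 SD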;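 also: thallium influx through hERG after potassium depolarization seen as dye fluorescence rise; in these data hits start at about 4.7%; inactives centre near -7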
KCNK3 block – human KCNK3 channel inhibitors, primary screen, CHO cells, FluxOR thallium flux, B-score | Potassium channel subfamily K member 3 (Homo sapiens), O14649 | B-score at 10 µM | FluxOR fluorescence; hits give low values | AID 602410, 2012 | 340,000 tested, 0.84% active;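 active = B-score under library mean minus 4 SD, starting fluorescence ratio at most library mean plus 5 SD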;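 also: more negative B-score means stronger inhibition of thallium flux through KCNK3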
KCNQ1 act – potentiators or activators of KCNQ1 channel, primary screen, cell-based, thallium flux, high-throughput; AID 2648, 2010; B-score at 10 µM; CHO-K1 KCNQ1, thallium flux FluxOR fluorescence; hits give high values; 310,000 tested, 0.35% active;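 active = fluorescence ratio B-score, a plate-corrected score, at least three library SD, with initial intensity B-score within 5 SD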
Target sequence (P51787 whole entry, looked up): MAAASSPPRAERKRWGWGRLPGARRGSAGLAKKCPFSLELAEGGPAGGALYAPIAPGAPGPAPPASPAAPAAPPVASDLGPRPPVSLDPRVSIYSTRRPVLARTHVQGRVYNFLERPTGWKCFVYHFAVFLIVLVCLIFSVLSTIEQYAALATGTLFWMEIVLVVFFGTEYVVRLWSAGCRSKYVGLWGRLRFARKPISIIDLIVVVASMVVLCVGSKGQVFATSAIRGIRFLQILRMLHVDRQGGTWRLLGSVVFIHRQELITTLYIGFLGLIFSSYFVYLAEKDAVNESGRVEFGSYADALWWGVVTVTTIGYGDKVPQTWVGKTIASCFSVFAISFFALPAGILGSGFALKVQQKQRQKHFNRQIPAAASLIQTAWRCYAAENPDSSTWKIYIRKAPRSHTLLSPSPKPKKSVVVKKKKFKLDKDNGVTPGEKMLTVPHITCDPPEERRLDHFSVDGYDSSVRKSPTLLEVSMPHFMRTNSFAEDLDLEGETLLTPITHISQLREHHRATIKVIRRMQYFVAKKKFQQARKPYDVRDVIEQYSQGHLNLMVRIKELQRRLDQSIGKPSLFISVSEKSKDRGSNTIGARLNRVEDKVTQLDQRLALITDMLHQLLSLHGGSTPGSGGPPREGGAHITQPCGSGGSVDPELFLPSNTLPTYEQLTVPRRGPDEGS
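Assay system: CHO-K1 cells stably expressing KCNQ1; Medium: assay buffer with matched DMSO; Also added: K+/Tl+ depolarizing stimulus; Dosing: single dose; Timing: dye 90 min, compound 20 min, room temperature; Measured by: kinetic FluxOR thallium fluorescence, 10-s 1-Hz baseline, 110-s post-stimulus read; Read-out: peak-minus-minimum fluorescence over initial fluorescence, negative-control normalized, B-scored.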
KCNQ1 block – inhibitors of human KCNQ1 channel, primary screen, cell-based, thallium flux, high-throughput; Potassium voltage-gated channel subfamily KQT member 1 (Homo sapiens), P51787; CHO-K1 KCNQ1, FluxOR thallium flux fluorescence; hits give high values; B-score at 10 µM; 310,000 tested, 1.3% active; AID 2642, 2010;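 active = compounds whose thallium flux B-score, printed positive for inhibition, exceeds three library SD while starting fluorescence stays within three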;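 also: channel opened by potassium depolarization with thallium stimulus after 20 min compound exposure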
RGS4 inh – RGS4 inhibitors, primary screen, cell-based, HEK293 M3R inducible RGS4, calcium flux | Regulator of G-protein signaling 4 (Homo sapiens), P49798 | Fluo-4 calcium flux; hits give high values; triggered by carbachol at its EC20 | B-score at 10 µM | 310,000 tested, 0.45% active | AID 463165, 2010;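 active = B-score, a plate-corrected calcium signal, over three deviations above library mean, with baseline fluorescence within five deviations of library mean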;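 also: RGS4 expression induced by doxycycline in cells with stable M3 receptor; B-score is computed from the integrated fluorescence ratio over baseline after carbachol; higher B-score means a larger calcium signal and so more RGS4 inhibition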
RGS4 act – RGS4 potentiators or activators, primary screen, cell-based, HEK293 M3R inducible RGS4, calcium flux. B-score at 10 µM. 310,000 tested, 0.92% active. carbachol calcium flux Fluo4; hits give low values;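 active = B-score of the integrated calcium signal more than 4 SD below the library mean, with starting fluorescence not abnormally high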;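 also: negative B-score means reduced calcium response which marks RGS4 activation or potentiation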
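Material: Inducible-RGS4 HEK293 cells carrying M3 receptor; also added: carbachol at ECmax as muscarinic agonist stimulus; incubation: compound preincubation 20 min at room temperature before agonist; signal: Fluo4-AM (2 µM) calcium-flux fluorescence, kinetic read; measure: integrated calcium ratio converted to B score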
TMEM16A act – TMEM16A chloride channel activators or potentiators, primary screen, cell-based, HTS. HEK293 TMEM16A/YFP-H148Q/I152L, iodide quench fluorescence; hits give low values. B-score at 10 µM. 340,000 tested, 0.3% active. AID 623877, 2012;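 active = fluorescence-ratio B-score plate-corrected deviation score at least 3 library SD below zero, with starting fluorescence score within 5 deviations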;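 also: channel opened by trigger with iodide after compound preincubation; score built on the fluorescence ratio of max minus min over baseline; more negative score means more quench and so TMEM16A activation or potentiation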
TMEM16A inh – TMEM16A chloride channel inhibitors, primary screen, cell-based, HTS. Anoctamin-1 (Mus musculus), Q8BHY3. HEK293 TMEM16A/YFP iodide influx fluorescence, ionomycin. normalized B-score (activity score, 25-100; higher = stronger inhibition) at 10 µM. 310,000 tested, 1.2% active. AID 588511, 2011;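 active = ratio plate-corrected score three or more library SD toward inhibition, starting fluorescence score within five deviations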;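 also: score derived from kinetic fluorescence span divided by baseline fluorescence per well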
MrgX1 allo act – positive allosteric modulators of MrgX1, primary screen, HEK293 cells, Fluo-4 calcium flux; AID 588675, 2011; B-score at 10 µM; Mas-related G-protein coupled receptor member X1 (Homo sapiens), Q96LB2; 310,000 tested, 0.63% active; FDSS; hits give high values;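 active = plate-corrected calcium response at least 3 library SD above typical, normal starting fluorescence, not activating the receptor alone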;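 also: compound read alongside a low EC10 to EC30 dose of BAM8-22 agonist; peak minus trough fluorescence over baseline measured at the second addition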
Starred values were filed as active, the others as inactive; i = inactive; . = no result given.

| SMILES | MrgX1 agonist | KCNK9 inh | hERG protect | KCNK3 block | KCNQ1 act | KCNQ1 block | RGS4 inh | RGS4 act | TMEM16A act | TMEM16A inh | MrgX1 allo act |
| --- | --- | --- | --- | --- | --- | --- | --- | --- | --- | --- | --- |
| CSC1=NC2(C[C@H]2c2ccccc2)C(=O)N1C (some centres undefined) | i | i | -5 | i | i | i | i | i | i | i | i |
| Cc1nc(NC(=O)c2ccccc2)sc1C1(C)CC(c2c(Cl)cccc2Cl)=NO1 (centres undefined) | . | -9.8* | -17 | i | i | i | i | i | i | . | . |
| COc1ccccc1NC(=O)CN(c1ccc([N+](=O)[O-])cc1)S(=O)(=O)c1ccccc1 | i | i | -7 | i | i | i | i | i | i | i | i |
| O=C(Cc1ccccc1)Nc1ccccc1C(=O)O | i | i | -8 | i | i | i | i | i | i | i | i |
| CCOc1ccc(C(=O)CCC(=O)N2CCC(C(=O)OC)CC2)cc1 | i | i | -6 | i | i | i | i | i | i | i | i |
| COc1ccccc1NC(=O)Nc1nc(CC(=O)NCc2ccccn2)cs1 | i | i | -11 | i | i | i | i | i | i | i | i |
| O=C1c2cccc([N+](=O)[O-])c2C(=O)N1CCO | i | i | -8 | i | i | i | i | i | i | i | i |
| CCc1cccc(CC)c1NC(=O)COC(=O)c1cccc(-c2ccc(OC(C)=O)cc2)c1 | i | i | -12 | i | i | i | i | i | i | i | i |
| CCCCCOC(=O)C1[C@H]2C(=O)N(c3ccccc3CC)C[C@]23C=C[C@H]1O3 (some centres undefined) | i | i | -10 | i | i | i | i | i | i | i | i |
| N/C(=N\OC(=O)c1ccccc1Br)c1ccc([N+](=O)[O-])cc1 | i | i | -4 | i | i | i | i | i | i | i | i |
| COc1ccc(-c2cc(C(=O)NC3=NCCS3)c3ccccc3n2)cc1OC | i | i | -23 | i | i | i | i | i | i | i | i |
| O=C(CN1CCN(S(=O)(=O)c2ccccc2)CC1)NC1CC1 | i | i | -9 | i | i | i | i | i | i | i | i |
| Fc1ccc(-[n+]2nc(Nc3ccccc3)sc2-c2ccc(OCc3ccccc3)cc2)cc1 | i | i | -10 | i | i | i | i | i | i | i | i |
| O=C(NC1CCCCCCC1)c1ccc(CNc2c(N3CCOCC3)c(=O)c2=O)cc1 | i | i | -7 | i | i | i | i | i | i | i | i |
| COc1ccc(NC(=O)c2ccco2)cc1NC(=O)c1cccc(OC(C)C)c1 | i | i | -40 | i | i | i | i | i | i | i | i |
| Cc1ccc(-n2c(SCC(=O)Nc3ccc4c(c3)OCO4)nnc2-c2cccs2)cc1 | i | i | -7 | i | i | i | i | i | i | i | i |
| Cc1ccc(OCCn2cc(/C=C/C(=O)O)c3ccccc32)cc1 | . | i | -9 | i | i | i | i | i | i | . | . |
| Cc1cccc(OCCC(=O)Nc2c(C)n(C)n(-c3ccccc3)c2=O)c1 | i | i | -5 | i | i | i | i | i | i | i | i |
| Cc1ccsc1-c1nc(CSCC(=O)N2CCN(c3ccccc3)CC2)c(C)o1 | i | i | -18 | i | i | i | i | i | i | i | i |
| NC(=O)C[C@@H]1N[C@]2(C(=O)Nc3ccccc32)[C@@H]2C(=O)N(c3cc(C(F)(F)F)ccc3Cl)C(=O)[C@H]12 | i | i | -16 | i | i | i | i | i | i | i | i |
| Cc1ccc(-n2c(SCC(N)=O)nnc2-c2ccco2)cc1 | i | i | -8 | i | i | i | i | i | i | i | i |
| COc1ccc(-c2cc(C(=O)Nc3ccc(OC)cc3OC)no2)cc1 | i | i | -5 | i | i | i | i | i | i | i | i |
| CNC(=O)C(=O)Nc1ccc(C)cc1C | i | i | -3 | i | i | i | i | i | i | i | i |
| Cc1ccc(S(=O)(=O)CCN2CCC(O)(c3ccccc3)CC2)cc1 | i | i | -5 | i | i | i | i | i | i | i | i |
| O=C(c1cc(-c2ccc(Cl)cc2)on1)N1CCOCC1 | i | i | -4 | i | i | i | i | i | i | i | i |
| CCC(CC)NC(=O)c1cccc([N+](=O)[O-])c1C | i | i | -7 | i | i | i | i | i | i | i | i |
| COc1ccc2c(c1)[nH]c1c(=O)n(CCCn3ccnc3)cnc12 | i | i | -4 | i | i | i | i | i | i | i | i |
| CCOC(=O)c1cc(S(=O)(=O)NCC2CCN(Cc3cccc(C)c3)CC2)cn1C | i | i | -4 | i | i | i | i | i | i | i | i |
| Cc1ccsc1/C=N/N1CCN(c2ccccn2)CC1 | i | i | -7 | i | i | i | i | i | i | i | i |
| CC(=O)Nc1ccccc1C(=O)C(=O)Nc1ccc(F)c(Cl)c1 | i | i | -13 | i | i | i | i | i | i | i | i |
| Cc1nc2ccccn2c1C(=O)CSc1ccccc1 | i | i | -20 | i | i | i | i | i | i | i | i |
| CN(C)S(=O)(=O)c1ccc(Cl)c(-c2nnc3n2CCCCC3)c1 | i | i | -9 | i | i | i | i | i | i | i | i |
| O=[N+]([O-])c1ccc(C=Nc2cccc3ccccc23)s1 | i | i | -5 | i | i | i | i | i | i | i | i |
| COc1ccc(C)cc1S(=O)(=O)NC(C)c1cnn(-c2ccccn2)c1C (centres undefined) | i | i | 0 | i | i | i | i | i | i | i | i |
| COc1ccc(NC(=S)N2CCCC(CO)C2)c(OC)c1 (centres undefined) | i | i | 0 | i | i | i | i | i | i | i | i |
| CCOC(=O)CNC(=O)CSc1nnc(-c2ccccc2OC)n1CC | i | i | -4 | i | i | i | i | i | i | i | i |
| O=C(c1ccc(NC2=NC3CS(=O)(=O)CC3S2)cc1)N(CCO)Cc1ccccc1 (centres undefined) | i | i | -5 | i | i | i | i | i | i | i | i |
| COCCN1C(=O)N[C@@H](c2ccccc2)[C@H](C(=O)OC)[C@H]1C | i | i | -6 | i | i | i | i | i | i | i | i |
| O=C(CSc1nc2ccc(Cl)cc2[nH]1)Nc1ccc2c(c1)CCC2 | i | i | -5 | i | i | i | i | i | i | i | i |
| COn1c(-c2ccccc2)nc2c1CCc1nonc1-2 | i | i | -6 | i | i | i | i | i | i | i | i |
| COc1ccc(C(=O)CC(=O)C(=O)Nc2ccc(Cl)cc2)cc1 | i | i | 13* | i | i | i | i | i | i | i | i |
| Cn1c(CCc2ccccc2)nnc1SCC(=O)N1CCOCC1 | i | i | -6 | i | i | i | i | i | i | i | i |
| COc1ccc(N2C(=O)CC(N(CCc3ccccc3)C(=O)c3ccccc3)C2=O)cc1 (centres undefined) | i | i | -4 | i | i | i | i | -11* | i | i | i |
| O=S(=O)(N1CCOCC1)N1CCN(c2ccccc2F)CC1 | i | i | -4 | i | i | i | i | i | i | i | i |
| Cc1c(C(=O)Nc2ccccc2)cnn1-c1ccccc1 | i | i | -8 | i | i | i | i | i | i | i | i |
| O=C(O)c1cccc2c1C(=O)N(c1ccccc1)C2 | i | i | -3 | i | i | i | i | i | i | i | i |
| CCN(C(=O)C1CCCN(c2nc(-c3ccc(OC)cc3)no2)C1)c1ccc(OC)cc1 (centres undefined) | i | i | -13 | i | i | i | i | i | i | i | i |
| COc1cc(C(=O)O/N=C(\N)c2ccncc2)cc(OC)c1OC | i | i | 2 | i | i | i | i | i | i | i | i |
| Cc1ccc(C(NC(=O)NN2CCN(C)CC2)C(Cl)Cl)cc1F (centres undefined) | i | i | -4 | i | i | i | i | i | i | i | i |
| O=Cc1ccc(N2Cc3ccccc3C2)cc1 | i | i | -11 | i | i | i | i | i | i | i | i |
| Cc1cccc(C2c3[nH]c4ccccc4c3CCN2C(=O)Cc2n[nH]c(C)n2)n1 (centres undefined) | i | i | -14 | i | i | i | i | i | i | i | i |
| CSCC[C@H](NC(=O)OC(C)(C)C)c1nnc(SCC(=O)Nc2ccc(C)cc2C)o1 | i | i | -6 | i | i | i | i | i | i | i | i |
| Cc1nn(Cc2ccc(C(=O)N3CCOCC3)o2)c(C)c1Br | i | i | -6 | i | i | i | i | i | i | i | i |
| CCC(C)[C@H](NC(=O)Nc1cccc(Cl)c1)C(=O)O (some centres undefined) | i | i | -2 | i | i | i | i | i | i | i | i |
| O=S(=O)(c1ccc2ccccc2c1)N1CCNCC1 | i | i | -7 | i | i | i | i | i | i | i | i |
| CCN(C(=O)c1ccc(NC(=O)Cc2ccccc2)cc1)c1ccccc1 | i | i | -5 | i | i | i | i | i | i | i | i |
| Cc1ccc(CC2CC(=O)N(c3cc(C)ccc3C)C2=O)cc1 (centres undefined) | i | i | -3 | i | i | i | i | i | i | i | i |
| O=C(Nc1ccc(F)c(F)c1)c1ccc(F)c(S(=O)(=O)N2CCOCC2)c1 | i | i | -10 | . | i | i | i | i | . | i | i |
| CS(=O)(=O)c1cnc(-c2ccccc2)nc1Sc1ccc(F)cc1 | i | i | -8 | i | i | i | i | i | i | i | i |
| COc1ccc(OC)c(S(=O)(=O)N2CCC(C(=O)NC3CCCC3)CC2)c1 | i | i | -7 | i | i | i | i | i | i | i | i |
| CCOc1ccc2ncc(S(=O)(=O)c3ccc(C)cc3)c(N3CCC4(CC3)OCCO4)c2c1 | i | i | -19 | i | i | i | i | i | i | i | i |
